# Screening data: PubChem, National Center for Advancing Translational Sciences (NCATS)
# BCR signal inh = qHTS Assay to Find Inhibitors of Chronic Active B-Cell Receptor Signaling; Potency, µM (doses to about 46.1 µM), inactives show top-dose ratio change, negative = lower green/red ratio, hits mostly inhibitors; 340,000 compounds, 0.05% hits; ABC-DLBCL IkBa-CBG/CBR reporter, luminescence ratio, 4 h; active = well fitted inhibition curve with a large enough effect in the signal ratio, with a control signal flat, not every such curve was filed as active; inconclusive = small, poorly fitted or top-dose-only effect, or effect the other way, or a change in a side signal; the % refers to the signal ratio;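 note: potency is the fitted concentration of half-maximal effect; plate controls were basal doxycycline-induced cells for no effect and cells given 10 µM MG132 for full effect; MG132 reads +100%, hits lower the ratio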
#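 TMD8 human ABC-DLBCL cells with doxycycline-inducible IκBα–green luciferase fusion and unfused red luciferase, in 0.5% FBS medium; compounds up to 46 uM, 4 h at 37C. Green/red luminescence ratio, filter-overlap corrected, fitted to concentration-response curves.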
# GALK inhibitor = qHTS Assay for Inhibitors of Human Galactokinase (GALK); P51570; Purified GALK, Kinase-Glo residual ATP luminescence; Potency, µM (top dose mostly 57.5 µM), inactives show top-dose activity change, negative = inhibition, usual class: inhibitors; 270,000 compounds, 0.007% hits; AID 1868, 2009; note: potency is the fitted concentration of half-maximal effect
# Target sequence (P51570 whole entry, looked up): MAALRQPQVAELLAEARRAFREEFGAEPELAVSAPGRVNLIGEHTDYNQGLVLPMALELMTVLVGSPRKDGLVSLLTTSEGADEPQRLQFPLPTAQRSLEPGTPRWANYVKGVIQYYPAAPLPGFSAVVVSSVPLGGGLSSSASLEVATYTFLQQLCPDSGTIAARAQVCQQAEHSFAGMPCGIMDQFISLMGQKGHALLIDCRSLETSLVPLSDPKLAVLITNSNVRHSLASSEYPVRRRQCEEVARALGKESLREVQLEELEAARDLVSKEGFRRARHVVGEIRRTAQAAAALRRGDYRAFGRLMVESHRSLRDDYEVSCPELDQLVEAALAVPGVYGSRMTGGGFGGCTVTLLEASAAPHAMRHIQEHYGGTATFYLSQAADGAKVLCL
#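 5 nM enzyme, 35 uM ATP, 100 uM galactose, 20 mM HEPES pH8.0, 5 mM MgCl2; 1 h RT; residual ATP by Kinase-Glo Plus luminescence, qHTS format.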
# Eya2 inh = qHTS Assay for Inhibitors of the Phosphatase Activity of Eya2; recombinant Eya2, OMFP fluorescence dephosphorylation (OMFP is methylfluorescein phosphate); 330,000 compounds, 0.006% hits; AID 488837, 2010; Potency, µM (highest dose often 76.9 µM), for the others: at the highest dose activity, negative = inhibition, hits mostly inhibitors; Protein phosphatase EYA2 (Homo sapiens), O00167; note: potency is the fitted concentration of half-maximal effect
#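 Eya2 protein (added as 0.2 uM solution) was preincubated with compound for 10 min at ambient temperature in 50 mM HEPES pH 7.5, 50 mM NaCl, 5 uM MgCl2, 0.05% BSA, 1 mM DTT. OMFP (added at 50 uM) then reacted 10 min; fluorescence read at 485/525 nm.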
# USP2a block = qHTS Assay for Inhibitors of Ubiquitin-specific Protease USP2a Using CHOP2 as the Reporter; Ubiquitin carboxyl-terminal hydrolase 2 (Homo sapiens), O75604; USP2 core, Ub-CHOP2 coupled fluorogenic reporter, 485/531; Potency, µM (highest dose often 38.3 µM), for inactives: at the top dose activity change, negative = inhibition, most hits filed as inhibitors; 330,000 compounds, 0.01% hits; AID 463254, 2010;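 note: potency is the fitted concentration of half-maximal effect; plate controls were DMSO wells for no effect and full inhibition by NEM control for full effect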
#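 Cell-free coupled assay: 10nM USP2 core preincubated 30min RT with compound in Tris-HCl pH 8.0/CaCl2/CHAPS buffer, then 25nM Ub-CHOP2 and 25nM reporter substrate; fluorescence (Ex 485/Em 531) read after 60min RT, normalized to NEM inhibition, concentration-response curves fitted.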
# Giardia kill = Small Molecules that selectively kill Giardia lamblia: qHTS | activity change, % at 7.66 µM, hits read low | Giardia lamblia trophozoite viability | 340,000 compounds, 0.15% hits; in the data active = activity change below about -80%; inconclusive = between about -30% and that limit;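 note: parasites exposed to compound for two days anaerobically before the ATP read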
#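 Each well holds 100 Giardia trophozoites and compound. After two days (48 hrs) at 37 deg C in anaerobic conditions, ATP is quantified by luminescence.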
# B2AR arrestin = qHTS assay of beta-arrestin-biased ligands of beta2-adrenergic receptor | Beta-2 adrenergic receptor (Homo sapiens), P07550 | beta-arrestin recruitment to beta2AR, cell-based reporter | Potency, µM (top dose mostly 46.1 µM), for the others: top-dose activation, usual class: activators | 330,000 compounds, 0.02% hits | AID 492947, 2010;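 note: potency is the fitted concentration of half-maximal effect; 0% = DMSO controls and full agonism = EC100 isoproterenol or metaproterenol; nearly all actives have a fitted effect of over 65% in size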
# Target sequence (P07550 whole entry, looked up): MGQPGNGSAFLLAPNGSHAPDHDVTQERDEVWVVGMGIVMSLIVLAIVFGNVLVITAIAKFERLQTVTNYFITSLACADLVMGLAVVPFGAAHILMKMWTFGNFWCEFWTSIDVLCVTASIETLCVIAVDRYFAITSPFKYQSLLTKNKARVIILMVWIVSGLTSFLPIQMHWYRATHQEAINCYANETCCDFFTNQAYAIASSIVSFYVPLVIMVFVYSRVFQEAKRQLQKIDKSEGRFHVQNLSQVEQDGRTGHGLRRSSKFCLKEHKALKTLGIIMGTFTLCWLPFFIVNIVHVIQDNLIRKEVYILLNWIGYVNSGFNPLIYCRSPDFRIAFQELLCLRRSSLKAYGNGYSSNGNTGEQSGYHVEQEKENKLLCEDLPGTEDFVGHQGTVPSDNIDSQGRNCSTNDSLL
# hERG WT inh = qHTS for Inhibitors of KCHN2 3.1: Wildtype qHTS; Voltage-gated inwardly rectifying potassium channel KCNH2 (Homo sapiens), Q12809; U2OS, BacMam KCNH2, thallium flux FluxOr; hits give low values; activity change, % at 1.84 µM; 340,000 compounds, 0.37% hits; AID 720551, 2013;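 active = maximum activity change below -70%; inconclusive = maximum activity change between -70% and -50%; inactive = maximum activity change above -50%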
#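 U2OS cells were transduced with wild-type KCNH2 virus (2.03 x 10^8 / mL) for 4 h at room temperature, then cultured overnight at 37 C. Thallium flux was read with FluxOr dye. Rate constants were normalized to DMSO controls.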
# uPA surface inh = qHTS for Inhibitors of Cell Surface uPA Generation | cell surface uPA generation assay, qHTS | AID 540303, 2011 | 330,000 compounds, 0.31% hits | Potency, µM (titrated, usually from 38.3 µM), inactives show top-dose activity change, negative = inhibition, actives largely listed as inhibitors; active = well fitted inhibition curve with a large enough effect; inconclusive = small, poorly fitted or top-dose-only effect; inactive = no such curve, though single readings can be large or run the other way; tested in mouse RAW 264.7 cells; note: potency is the fitted concentration of half-maximal effect; nearly all actives have a fitted effect of over 55% in size
# PKM2 activator = qHTS Assay for Activators of Human Muscle isoform 2 Pyruvate Kinase. purified PKM2, Kinase-Glo ATP luminescence, activation; response scale: 0% is enzyme alone, no compound. Potency, µM (highest dose often 57.5 µM), inactives show at the top dose activation, actives largely listed as activators. AID 1631, 2009. 260,000 compounds, 0.34% hits; note: potency is the fitted concentration of half-maximal effect; nearly all actives have a fitted effect of over 55% in size
#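 hPK-M2, >95% pure; 0.1 mM ADP / 0.5 mM PEP final; imidazole pH7.2 buffer w/ 7 mM MgCl2, 50 mM KCl; 1 h RT; Kinase-Glo lum. Intermediate enzyme activity for dual inhibitor/activator qHTS.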
# KCNH2 3.1 inh = qHTS for Inhibitors of KCHN2 3.1: Mutant qHTS | U2OS KCNH2 3.1, thallium flux FluxOr; hits give low values | 340,000 compounds, 0.95% hits | activity change, % (tested at about 1.8 µM);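 active = maximum activity change below -70%; inconclusive = maximum activity change from -70% to -50%; inactive = maximum activity change above -50%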;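 note: thallium influx rate constant from kinetic fluorescence after stimulation buffer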
#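 Kinetic fluorescence (2 min after stimulation buffer) measures Tl+ influx through KCNH2 3.1 expressed by viral transduction in U2OS cells; the rate constant is normalized against DMSO controls serving as positive and negative references.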
# FBPA coupling cs = qHTS Assay for Inhibitors of Fructose-1,6-bisphosphate Aldolase from Giardia Lamblia: Coupling assay counterscreen; coupling enzyme system counterscreen, AmpLite Red fluorescence; activity change, negative = inhibition, % at 58.2 µM, hits read low; 290,000 compounds, 0.67% hits; in the data active = activity change below about -30%
#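 Counterscreen lacking aldolase: glyceraldehyde-3-phosphate coupling-enzyme reagent preincubated 10 min at RT with compound (at 57.5 uM final), then substrate/coupling system with AmpLite Red added; fluorescence read at 525/598 nm after 20 min RT.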
# * hit, by the source's call; ? = inconclusive; nt = not tested or not shown; & = joins results of further samples; [ ] = remark or other dose. Unless noted, calls come from the whole dose curve; as a rule, active = well fitted curve in the direction sought with a large enough effect; inconclusive = small, poorly fitted or top-dose-only effect, or another doubt; inactive = no such curve, though single readings can be large; an effect the other way counts as inactive or inconclusive. Unless noted, % is set by controls: 0 for no effect and ±100 for the full control effect.
SMILES,BCR signal inh,GALK inhibitor,Eya2 inh,USP2a block,Giardia kill,B2AR arrestin,hERG WT inh,uPA surface inh,PKM2 activator,KCNH2 3.1 inh,FBPA coupling cs
C=CCSc1nnc2c(n1)[nH]c1c(C)cccc12,?,3%,18%[15.4 µM],-2%,-1,0.4%,1,-16%,?,7,3
CC(=O)Nc1ccc(S(=O)(=O)NCCc2csc(C)n2)cc1,-2%,2%,9%,-1%,-7,-0.3%,-6,2%,14%,13,-1
CSc1ccc(CN(C)C(=O)CSCC(=O)Nc2cc(C)on2)cc1,-3%,2%,3%,2%,?,-0.3%,0,-1%,-3%,-13,nt
c1ccc(C2c3c(ccc4ccccc34)Oc3ncn4nc(-c5ccco5)nc4c32)cc1 (configuration not stated),4%,nt,-2%,2%,8,-0.8%,0,0%,0%,-12,-1
COc1cc2c(cc1OC)C(C)N(C(=O)CCNC(=O)c1ccccc1)CC2 (configuration not stated),0%,0%,2%,1%,52[activator],-0.1%,-15,-9%,nt,-3,nt
CC1=NNC(=O)C1CCC(=O)N/N=C\c1cccc(Cl)c1 (configuration not stated),?,-1%,-6%,4%,-13,-0.4%,-15,0%,-39%,12,-1
CCOc1ccc(NC(=O)CS(=O)CC(=O)NC2CCCc3ccccc32)cc1 (configuration not stated),-2%,9%,-1%,0%,3,2.7%,2,5%,-4%,-12,3
CCCCC(=O)NC(Nc1ccc(C)cn1)(C(=O)OCC)C(F)(F)F (configuration not stated),4%,5%,4%,-1%,9,-0.8%,-26,3%,-4%,1,4
COc1ccc(C(c2nnnn2C2CCCCC2)N2CCN(c3ccccc3F)CC2)cc1 (configuration not stated),-9%,-1%,1%,0%,12,-0.3%,1,-2%,-10%,30,-1
CCn1nc(C(=O)N[C@@H](CCSC)c2nc3ccccc3[nH]2)c2ccccc2c1=O,-28%,6%,-1%,?,3,-0.2%,-9,0%,-7%,4,1
Cc1cccc(C(=O)NNC(=O)c2csc(N3CCOCC3)n2)c1C,-8%,nt,-16%,5%,-7,0.4%,2,-10%,nt,7,nt
Cc1ccc(NC(=O)CN2CCc3ccccc3C2)cc1S(=O)(=O)N1CCOCC1,4%,1%,-11%,0%,-2,2.0%,-2,-5%,-1%,0,-1
CC(=O)Nc1ccc(S(=O)(=O)Nc2nc3ccccc3nc2Sc2nncn2C)cc1,?,0%,18%,?,-5,0.4%,-8,1%,-6%,-5,-8
COc1ccccc1NC(=O)CN1CCN(Cc2ccccc2)CC1,?,1%,1%,1%,-17,0.0%,28,nt,3%,2,0
Cc1ccc(CN(C(=O)c2cc3ccccc3oc2=O)C2CCS(=O)(=O)C2)cc1 (configuration not stated),0%,-1%,-36%,4%,-14,-1.5%,11,nt,0%,-1,2
COc1ccc(Cl)cc1NC(=S)NN1CCOCC1,2%,0%,6%,2%,-1,0.1%,-15,-1%,0%,-10,2
Cc1cc(=O)oc(C)c1C(=O)NNC(=O)C1(C)CC1Br (configuration not stated),-3%,-1%,?,-2%,-9,0.2%,2,6%,-4%,-6,3
CCN(CC(=O)NCc1cccs1)C(=O)c1ccc(-c2ccccc2F)o1,?,nt,-9%,-1%,17,-0.7%,-6,-4%,nt,-1,nt
COc1ccccc1C(=O)NC(=S)Nc1cc(C(=O)O)ccc1C,-3%,-1%,6%,12%,1,-0.5%,7,1%,3%,-8,7
CCN(CC(=O)Nc1c(F)cccc1F)C(=O)CN1C(=O)NC2(CCCC2)C1=O,13%,nt,-16%,0%,6,0.1%,6,3%,nt,1,nt
Cc1cc2c(cc1[N+](=O)[O-])NC(CNC(C)C)CC2 (configuration not stated),3%,-2%,-20%,-3%,-21,-0.7%,-2,-1%,2%,12,0
COc1ccccc1/C=N/NC(=O)c1nnn(-c2nonc2N)c1-c1cccs1,-30%,5%,-8%,-1%,?,0.4%,2,4%,-1%,-1,-28
COc1cccc(NC(=O)CN(C)C(=O)c2ccccn2)c1,-1%,nt,9%,0%,-19,-0.1%,9,15%,nt,8,nt
Cc1cc(C)cc(N(CC(=O)NC2CCCC2)C(=O)CNC(=O)c2cccs2)c1,9%,-5%,-12%,2%,-6,-0.2%,-2,0%,-2%,3,2
C[C@H](NC(=O)c1nc[nH]c1C(=O)N(C)Cc1ccccc1)C(=O)OC(C)(C)C,6%,nt,12%,1%,-10,0.1%,nt,9%,nt,nt,nt

# Later entries
SMILES,BCR signal inh,GALK inhibitor,Eya2 inh,USP2a block,Giardia kill,B2AR arrestin,hERG WT inh,uPA surface inh,PKM2 activator,KCNH2 3.1 inh,FBPA coupling cs
CCOC(=O)C1CCCN(C(=O)/C=C/c2ccc([N+](=O)[O-])cc2)C1 (configuration not stated),2%,0%,-2%,4%,-22,-0.3%,5,2%,2%,-6,6
COc1ccccc1NC(=S)NNC(=O)c1nn(C)c(C)c1Cl,?,-3%,19%,2%,1,-2.3%,11,2%,6%,18,0
Cc1ccc(-c2nn(-c3ccccc3)cc2/C=N/NC(=O)CSc2nnc(C)n2-c2ccccc2)cc1,4%,-1%,-5%,-10%,20,-1.0%,-4,-14%,-17%,-11,-3
CCN(C(=O)COC(=O)c1ccc2ccccc2c1)c1c(N)n(Cc2ccccc2)c(=O)[nH]c1=O,3%,nt,-9%,1%,-7,-0.4%,-6,-10%,nt,18,nt
O=C(Cn1nnc(-c2ccccc2F)n1)Nc1ccc(C(=O)N2CCOCC2)cc1,2%,2%,-9%,1%,3,-1.0%,-7,-2%,-4%,-1,0
COc1ccc(N(C(=O)c2ccco2)C(C(=O)NC2CCCC2)c2ccc(OC)c(OC)c2)cc1 (configuration not stated),9%,-1%,8%,-3%,-19,-1.1%,-15,-2%,-2%,2,5
CCOC(=O)c1ccc(NC(=O)COc2ccc(S(=O)(=O)NC(C)CC)cc2)cc1 (configuration not stated),16%,nt,2%,1%,0,0.0%,2,1%,-22%,2,-3
O=C(O)C1C2C=CC(C2)C1C(=O)Nc1ccc(Cl)c(Cl)c1 (configuration not stated),?,-1%,-3%,-1%,-10,-0.5%,5,-2%,1%[11.5 µM],6,1
CN(C)S(=O)(=O)c1cccc(-c2nnc(SCc3cc(Cl)cc4c3OCOC4)n2N)c1,0%,0%,5%,-1%,-7,-0.6%,-1,-1%,5%,-17,-1
CCCn1nnc(NC(=S)NC(=O)Cc2ccccc2)n1,?,8%,12%,2%,-6,?,-4,4%,-2%,-4,2
CCCCCCCCCCCCCCCC(=O)OC(CC(=O)O)C[N+](C)(C)C (configuration not stated),?,nt,-13%&-7%,-15%,15,-0.2%,-30,?,nt,6,nt
CCOC(=O)CN1C(=O)C2(OCCCO2)c2ccccc21,?,-1%,-8%,-1%,-7,0.1%,4,nt,2%,6,-7
CCN(CC)CCNC(=O)Cn1cnc2sc(C)c(S(=O)(=O)N3CCN(c4ncccn4)CC3)c2c1=O,?,11%,14%,1%,-10,-0.4%,-2,2%,0%,-4,4
Nc1ccc(OCCc2ccccc2)cc1,0%,nt,-2%,-12%,29,-1.8%,2,-4%,1%,-2,-1
COc1ccc2oc(C(=O)OCC(=O)N3CCCCC3C)c(C)c2c1 (configuration not stated),4%,nt,nt,0%,-9,1.0%,-11,-1%,nt,?,nt
COc1ccc(N2CCN(C(CNC(=O)C(=O)NCCCn3ccnc3)c3ccco3)CC2)cc1 (configuration not stated),11%,1%,-7%,3%,8,-0.2%,-6,-1%,-1%,39,0
N=c1c(C(=O)NCc2ccco2)cc2c(=O)n3ccccc3nc2n1Cc1ccc(Cl)cc1,0%,-1%,3%,2%,17,-1.1%,-44,5%,5%,-80*,-9
C[n+]1ccc(/C=C/c2c[nH]c3ccc(F)cc23)cc1,12%,5%,?,?,-4,-0.1%,5,-4%,nt,-18,-14
CCCN(CCC)CCCNC(=O)CS(=O)Cc1nc(-c2ccc(OC)c(OC)c2)oc1C (configuration not stated),-16%,0%,0%,-1%,4,-0.3%,3,-2%,0%,-3,1
